Tb PFK block: blocks T. brucei phosphofructokinase | O15648 | T. brucei PFK, ADP-Glo luminescence | 330,000 compounds, 0.17% hits | Potency, µM (top dose mostly 57.5 µM), inactives show at the top dose activity, negative = inhibition, usual class: inhibitors;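 also: potency is read from the fitted curve at half-maximal effect; 0% = uninhibited 1x PFK enzyme wells and -100% = no-enzyme wells; nearly all actives have a fitted effect of over 60% in size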
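In TEA buffer at pH 8.0 with 5 mM MgCl2, enzyme (1.25 nM) converted F6P (0.5 mM) and ATP (0.1 mM) for 45 min at room temperature. ADP product was read by luciferase luminescence.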
BCR signal inh: blocks chronic active B-cell receptor signaling | ABC-DLBCL IkBa-CBG/CBR reporter, luminescence ratio, 4 h | Potency, µM (titrated, usually from 46.1 µM), inactives show top-dose ratio change, negative = lower green/red ratio, actives largely listed as inhibitors | 340,000 compounds, 0.05% hits | AID 493014; active = well fitted inhibition curve with a large enough effect in the signal ratio, with a control signal flat, not every such curve was filed as active; inconclusive = small, poorly fitted or top-dose-only effect, or effect the other way, or a change in a side signal; the % refers to the signal ratio;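 also: potency is read from the fitted curve at half-maximal effect; plate controls were basal doxycycline-induced cells for no effect and cells given 10 µM MG132 for full effect; MG132 reads +100%, hits lower the ratio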
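TMD8 ABC-DLBCL cells carrying doxycycline-inducible green luciferase fused to IkappaBalpha plus unfused red luciferase were exposed to compounds (up to 46 uM) for 4 hrs at 37C. Activity came from the overlap-corrected green/red luminescence ratio.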
TCR act: activates T cell receptor signaling; AID 504894; primary human leukocytes, anti-CD3, IL-2 HTRF, 48 h; 330,000 tested, under 10 active; Potency, µM (top dose mostly 9.22 µM), inactives show top-dose activation of IL-2 secretion, most hits filed as activators; also: % of control where 0% means no effect
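Human primary leukocytes + a-CD3 beads + cpd, 48 hr; IL-2 in supernatant by HTRF (ex 320nm / em 665nm). No co-stimulatory signal supplied.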
GALK inh: galactokinase (human) inhibition; Purified GALK, Kinase-Glo residual ATP luminescence; P51570; Potency, µM (top dose mostly 57.5 µM), inactives show at the top dose activity change, negative = inhibition, most hits filed as inhibitors; 270,000 compounds, 0.007% hits; also: potency is read from the fitted curve at half-maximal effect; % is scaled to controls: 0 for no effect and ±100 for the full control effect
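ATP-depletion format; final 35 uM ATP, 100 uM D-galactose, 5 nM enzyme; pH 8.0 HEPES/Mg2+ buffer; 60 min RT; luminescence read 10 min after detection reagent.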
KCNH2 WT inh: inhibitors of human wildtype KCNH2 potassium channel; U2OS, BacMam KCNH2, thallium flux FluxOr; active compounds read low; activity change, % at 1.84 µM; 340,000 compounds, 0.37% hits;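 active = maximum activity change below -70%; inconclusive = maximum activity change between -70% and -50%; inactive = maximum activity change above -50%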; also: % is scaled to controls: 0 for no effect and ±100 for the full control effect
Target sequence (Q12809 whole entry, looked up): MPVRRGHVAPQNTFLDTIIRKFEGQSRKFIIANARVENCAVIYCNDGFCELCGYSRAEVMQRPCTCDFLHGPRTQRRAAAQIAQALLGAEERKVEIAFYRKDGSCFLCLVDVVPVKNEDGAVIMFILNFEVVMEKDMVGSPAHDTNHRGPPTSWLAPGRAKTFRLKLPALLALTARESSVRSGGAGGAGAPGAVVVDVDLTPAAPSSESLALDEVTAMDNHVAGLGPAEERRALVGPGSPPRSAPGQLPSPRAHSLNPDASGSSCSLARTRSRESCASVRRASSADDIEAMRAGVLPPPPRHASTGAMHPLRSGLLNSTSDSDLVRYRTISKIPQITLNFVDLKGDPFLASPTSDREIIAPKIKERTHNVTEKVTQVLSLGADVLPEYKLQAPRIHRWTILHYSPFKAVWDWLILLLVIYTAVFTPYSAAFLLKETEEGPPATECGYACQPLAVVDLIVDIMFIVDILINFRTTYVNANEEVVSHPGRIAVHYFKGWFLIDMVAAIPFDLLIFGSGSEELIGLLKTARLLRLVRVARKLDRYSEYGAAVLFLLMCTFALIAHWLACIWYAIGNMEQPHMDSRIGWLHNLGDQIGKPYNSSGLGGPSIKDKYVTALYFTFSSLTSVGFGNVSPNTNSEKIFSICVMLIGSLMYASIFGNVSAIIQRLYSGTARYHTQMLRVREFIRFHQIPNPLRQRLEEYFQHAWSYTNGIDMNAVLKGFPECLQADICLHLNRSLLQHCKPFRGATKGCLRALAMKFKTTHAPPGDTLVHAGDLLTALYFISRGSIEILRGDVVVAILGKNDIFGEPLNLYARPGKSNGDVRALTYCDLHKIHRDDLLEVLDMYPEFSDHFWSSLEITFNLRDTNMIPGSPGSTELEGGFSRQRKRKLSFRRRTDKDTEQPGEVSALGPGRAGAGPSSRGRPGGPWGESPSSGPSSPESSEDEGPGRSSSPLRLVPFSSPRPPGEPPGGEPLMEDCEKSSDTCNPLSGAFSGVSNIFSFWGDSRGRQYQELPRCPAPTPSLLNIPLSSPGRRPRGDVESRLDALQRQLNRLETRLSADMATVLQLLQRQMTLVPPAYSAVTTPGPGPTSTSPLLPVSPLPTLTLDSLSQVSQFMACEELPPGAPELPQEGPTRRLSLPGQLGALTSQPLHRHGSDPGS
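U2OS cells were transduced with wild-type KCNH2 virus (2.03 x 10^8 / mL) for 4 h at room temperature, then cultured overnight at 37 C. Thallium flux was read with FluxOr dye. Rate constants were normalized to DMSO controls.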
A-T KAP1 phos: potential ataxia-telangiectasia treatments restoring KAP-1 phosphorylation. […] A-T fibroblasts, KAP-1 phosphorylation AlphaLISA; neocarzinostatin DNA damage 30 min before lysis. Potency, µM (highest dose often 57.5 µM), for the others: at the top dose activation, actives largely listed as activators. 320,000 compounds, 0.19% hits. AID 485349; also: potency is read from the fitted curve at half-maximal effect; % of control where 0% means no effect; nearly all actives have a fitted effect of over 45% in size
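ATM-like activity read as KAP-1 phosphorylation via AlphaLISA donor/acceptor antibody pairs after lysis and 6 hr at 25C. Cells were ATM-null patient fibroblasts ([…], hTERT), dosed 60 min, then exposed to the DSB inducer NCS for 30 min.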
MLL CXXC-DNA inh: MLL CXXC-DNA interaction inhibition. Q03164. MLL-CXXC / FITC-HOXA9 DNA fluorescence polarization. 290,000 compounds, 0.037% hits. Potency, µM (series often up to 115 µM), for inactives: at the highest dose activity change, negative = inhibition, hits mostly inhibitors; active = well fitted inhibition curve with a large enough effect in the polarisation, with a control signal flat, not every such curve was filed as active; inconclusive = small, poorly fitted or top-dose-only effect, or effect the other way, or a change in a side signal; inactive = no such curve, though single readings can be large or run the other way; the % refers to the polarisation; also: potency is read from the fitted curve at half-maximal effect
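Steps: dispense CXXC domain solution (7 uM) → pin compounds or unlabeled HOX-A9 DNA control → 5 min ambient → add FLSN-HOX-A9 solution (50 nM) → spin → 30 min ambient → fluorescence polarization. Tris pH 7.5/NaCl/DTT/BSA buffer.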
TSHR antagonist: human thyrotropin receptor antagonism. P16473. TSHR-expressing cells, TSH-stimulated cAMP HTRF, 2 h; active compounds read low. activity change, negative = inhibition, % at 11.5 µM. 330,000 compounds, 0.2% hits. AID 504810;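 active = activity change below a set negative limit, meaning inhibition stronger than a set level, cut at about -70% in these data; inconclusive = activity change between two set negative limits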; also: % is scaled to controls: 0 for no effect and ±100 for the full control effect
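Read-out is FRET at 665 nm (cryptate excitation 337 nm) from a cryptate-tagged anti-cAMP antibody, competed by cell cAMP against cAMP-d2. Compounds are tested on freshly harvested TSHR cells challenged with 4nM TSH (EC80) for 2 hours at 37 deg C.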
Giardia kill: Giardia lamblia killing; Giardia lamblia trophozoite viability; activity change, % at 7.66 µM, hits read low; 340,000 compounds, 0.15% hits; AID 540267; in the data active = activity change below about -80%; inconclusive = between about -30% and that limit;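 also: parasites exposed to compound for two days anaerobically before the ATP read; % is scaled to controls: 0 for no effect and ±100 for the full control effect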
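Luminescence from cellular ATP indicates surviving trophozoites (100 cells/well) following 48 hrs anaerobic compound treatment at 37 deg C; signal develops 15-30 min at room temperature.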
Coupling enz: coupling enzyme interference in Giardia aldolase counter-screen. coupling enzyme system counterscreen, AmpLite Red fluorescence. activity change, negative = inhibition, % at 58.2 µM, hits read low. 290,000 compounds, 0.67% hits. AID 2472; in the data active = activity change below about -30%; also: % is scaled to controls: 0 for no effect and ±100 for the full control effect
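First, compound is pin-transferred into glyceraldehyde-3-phosphate coupling-enzyme reagent at 57.5 uM final and held 10 min at RT. Next, substrate, coupling system and AmpLite Red are added. After 20 min RT, fluorescence (525/598 nm) is read.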
* = called active by the depositor; ? = inconclusive; nt = no result given; [ ] = dose if it differs, or a comment. Unless noted, calls follow the shape of the dose curve; as a rule, active = well fitted curve in the direction sought with a large enough effect; inconclusive = small, poorly fitted or top-dose-only effect, or another doubt; inactive = no such curve, though single readings can be large; an effect the other way counts as inactive or inconclusive.

SMILES | Tb PFK block | BCR signal inh | TCR act | GALK inh | KCNH2 WT inh | A-T KAP1 phos | MLL CXXC-DNA inh | TSHR antagonist | Giardia kill | Coupling enz
O=C(CCc1ccccc1)NNC(=O)c1ccccc1Cl | 0.9% | ? | 3.1% | 1.8% | 4.6 | 16.4% | -3.9% | -9.8 | ? | 5.2
COn1c(-c2ccccc2)nc2c1CCc1c-2no[n+]1[O-] | -3.6% | 6.0% | -13.8% | 0.8% | -4.7 | 1.0% | -0.9% | 6.9 | 2.5 | -0.5
CN1CCN(c2ccc(Cl)cc2NC(=O)CN2C(=O)NC(C)(c3ccccc3)C2=O)CC1 (stereo not drawn) | -0.6% | ? | 9.4% | nt | 1.5 | -2.2% | nt | 20.0 | -13.6 | nt
CN(CCOC(=O)c1ccco1)Cc1ccccc1 | 4.1% | 4.6% | -2.7% | 2.0% | 4.6 | -2.2% | 7.9% | 28.1 | -23.9 | -3.8
CCN(CC)C1=NC=CC(c2ccccc2)=CC1C (stereo not drawn) | -6.8% | -1.2% | -2.7%[46.1 µM] | 2.0% | 38.8 | -6.5% | -1.2% | 3.0 | 5.2 | -1.8
COc1cc(OC)cc(-c2c(-c3ccc(F)cc3)c3cc(Br)ccc3n2C)c1 | -1.9% | 0.0% | 0.9% | nt | 1.0 | -2.1% | nt | 15.0 | 18.8 | nt
CCOc1cc(OCC)cc(C(=O)NCc2ccco2)c1 | -8.3% | -0.4% | 8.3% | 3.7% | 2.3 | 1.6% | 0.0% | -13.8 | -10.1 | -1.0
Cc1cc2c(c(=O)o1)C(CC(C)C)C(C#N)=C(N)O2 (stereo not drawn) | -2.6% | 0.1% | 4.2% | 2.2% | -3.6 | 13.2% | 4.3% | 30.1 | 0.2 | -1.8
COc1ccc(C)cc1-n1nnnc1SCc1cc(=O)n2cc(C)ccc2n1 | -1.9% | 1.4% | 0.7% | 1.3% | 12.0 | ? | -5.9% | ? | 16.5 | 5.3
COc1ccc(C)cc1S(=O)(=O)Nc1ccc2c(c1)OCCO2 | -3.1% | -1.4% | 4.2% | -6.6% | 9.9 | -5.5% | 7.4% | 6.7 | 19.5 | 1.0
COc1ccc(-c2nc(CS(=O)CC(=O)NCCCN3CCOCC3)c(C)o2)cc1OC (stereo not drawn) | 1.9% | ? | 6.4% | -5.0% | 12.6 | 20.9% | -13.6% | 43.7 | 1.0 | nt
O=C(NCC1CCNCC1)c1ccncc1 | -5.7% | 7.4% | -4.5%[46.1 µM] | -2.4% | 7.2 | nt | -7.1% | -6.0 | 5.3 | 0.0
O=C(C1CCN(CC2CC=CCC2)CC1)N(CCc1ccccc1)Cc1ccccc1 (stereo not drawn) | -8.7% | 1.0% | 2.9%[46.1 µM] | nt | -3.9 | 1.8% | 6.8% | 2.2 | -6.7 | -1.0
Cc1ccc(S(=O)(=O)N2CCCCC2)cc1C(=O)N1CCN(c2ccccn2)CC1 | -4.8% | 1.3% | -3.3% | 2.7% | -9.9 | ? | -1.6% | 32.1 | 11.7 | -0.7
COc1ccc(C(=O)Oc2cccc(/C=N/NC(N)=S)c2)cc1 | -2.5% | ? | -2.9%[46.1 µM] | 0.8% | -6.7 | 0.5% | 157.7%[activator] | 2.1 | -1.3 | 1.0
CCOC(=O)N1CCC(N(C(=O)Nc2cccc(OC)c2)C(C)CC)CC1 (stereo not drawn) | -2.7% | -2.1% | 1.7% | 0.5% | 8.7 | 1.3% | -1.7% | -1.4 | 12.5 | 2.8
CCN1CCN(CCNC(=O)c2ccc(/C=C3/Sc4ccccc4N(Cc4cccc(C)c4)C3=O)cc2)CC1 | -1.5% | ? | -6.7% | -3.8% | 6.8 | -2.4% | ? | 10.7 | -2.0 | 2.1
COCCn1c(C)cc(/C=C(\C#N)C(=O)OCC(=O)N(C)c2c(N)n(Cc3ccccc3)c(=O)[nH]c2=O)c1C | -6.3% | 0.1% | 18.1% | nt | 2.0 | -3.6% | nt | -5.0 | 11.8 | nt
CC(C)CNC(=O)c1ccccc1NC(=O)CN(c1ccc2c(c1)OCCO2)S(C)(=O)=O | 6.3% | ? | 13.6% | -1.0% | 1.5 | 5.8% | -0.1% | 6.1 | -18.5 | 0.2
Cc1[nH]c(=O)[nH]c1CN1CCCCC1 | 1.7% | ? | nt | 1.1% | nt | 14.3% | -9.6% | -0.6 | nt | -0.8
CCCCC(=O)N/N=C(\C)CC(=O)Nc1cc(Cl)ccc1OC | -7.8% | ? | 1.6% | -1.8% | 6.6 | 0.3% | -3.5% | 6.8 | 22.6 | 0.5
CCSc1nc2cc(OC)c(OC)cc2c(=O)n1CC | -3.0% | ? | -18.2% | -1.4% | 3.3 | -10.9% | 10.2% | 3.1 | 8.7 | 3.3
O=C(NC(=S)NCc1ccco1)c1ccc([N+](=O)[O-])cc1 | -0.6% | 4.2% | -8.3% | nt | 2.6 | 12.6% | nt | -0.1 | 3.2 | nt
COc1ccccc1C(=O)N1CCN(S(=O)(=O)Cc2ccccc2)CC1 | -3.7% | 0.4% | 1.7% | -1.3% | -3.7 | 11.1% | 2.0% | 1.0 | 15.0 | -0.2
CCOc1ccc(N(CC(=O)NC2CCCC(C)C2C)S(=O)(=O)c2c(C)noc2C)cc1 (stereo not drawn) | 0.9% | -0.5% | -4.6%[46.1 µM] | -1.0% | 2.2 | 11.4% | 12.4% | -8.8 | 32.2[activator] | 2.1
Cc1ccc(C2CC(=O)N3CN(c4ccc(Br)cc4)CSC3=C2C#N)o1 (stereo not drawn) | 0.5% | 13.6% | 10.7% | 2.4% | 5.5 | -1.0% | -1.2% | -16.1 | 0.1 | -37.9*
O=C(NNC(=S)NC(=O)c1cccnc1)c1ccc(Cl)cc1 | -1.3% | ? | -6.0% | nt | -19.3 | 3.4% | -9.2% | 10.7 | -8.7 | -0.4
CCN(CC)c1ccc(N=Nc2ncn[nH]2)cc1 | -2.4% | ? | 0.8% | 5.8% | -0.3 | -7.3% | 56.3%[activator] | -5.2 | -6.9 | -9.1
N#Cc1c2n(c3c(=O)n(CC(=O)c4ccc([N+](=O)[O-])cc4)cnc13)CCCCC2 | -4.8% | 4.7% | -0.3% | nt | -101.1* | -21.2% | -0.5% | 0.0 | 8.4 | 0.6
S=c1[nH]nc(C2CCCCC2)o1 | -1.6% | 1.3% | 16.3% | 9.9% | -6.5 | -8.0% | -1.6% | 4.6 | 2.3 | 1.9
CCCCCC1=CCC/C1=N\NC(=O)c1ccc2c(c1)OCO2 | -3.1% | ? | -2.3% | 11.0% | 4.4 | -2.4% | -1.7% | 9.3 | -22.5 | 0.1
COc1cc(OC)cc(C(=O)N[C@H](C(=O)OCC(=O)Nc2sccc2C#N)C(C)C)c1 | -1.0% | ? | -4.4% | -2.3% | -3.5 | 0.6% | 7.9% | -4.2 | 24.4 | 0.3
CCSC1=N/C(=C\c2ccc(C(=O)O)cc2)C(=O)S1 | ? | ? | 3.3% | 0.1% | -6.4 | 16.3% | -26.8% | -7.9 | 11.0 | 2.1
CCN(CC(=O)Nc1c(F)cccc1F)C(=O)CCCc1c[nH]c2ccccc12 | -2.0% | ? | 4.0% | 6.5% | 3.7 | 8.1% | ? | -7.7 | 7.9 | 0.4
CC(C)[C@H](NC(=O)c1cccc(S(=O)(=O)N2CCCC2)c1)c1nc2ccccc2[nH]1 | -0.7% | -2.8% | 0.9% | -0.7% | 2.3 | 1.8% | 46.3%[activator] | 2.2 | -12.4 | 1.6
CCN1CCC(NC(=O)c2cc(OC)c(OC)cc2OC)CC1 | -1.5% | 1.1% | -5.9% | -0.1% | -7.9 | -6.3% | 5.4% | 8.7 | 5.0 | -1.1
Cn1c(=O)c2c(nc(N3CCOCC3)n2Cc2c(F)cccc2Cl)n(C)c1=O | 1.7% | 0.7% | -3.5% | -3.8% | 4.3 | 8.3% | 1.4% | -9.7 | -0.1 | 4.3
COc1cccc(C(=O)NCCC(=O)NCc2cc(=O)n(C)c(=O)n2C)c1 | 0.1% | 2.3% | 0.7% | -2.2% | -2.1 | 8.1% | -5.5% | -2.0 | -11.1 | 1.0
COc1ccc(N(Cc2ccco2)C(=O)c2ccccc2F)cc1OC | -5.2% | 1.3% | 1.1% | 4.0% | 4.1 | -4.6% | 2.0% | -17.3 | -16.2 | -0.2
O=C(Nc1ccc(O)cc1C(=O)O)c1cccs1 | 3.9% | ? | 3.0% | -0.6% | 2.6 | -6.4% | -12.0% | -11.7 | -3.0 | -0.1
Cc1cccc(N2C(=O)CN(Cc3cccs3)C2=S)c1 | -4.7% | 15.6% | nt | -3.1% | -8.4 | 4.6% | 7.4% | -10.5 | 2.0 | 2.9

Source: PubChem BioAssay
